# Screening data deposited in PubChem by several laboratories.
# HRas wt GTP: modulators of GTP binding to HRas wildtype, primary screen, biochemical, bead-based flow cytometry, multiplex. GST-Ras wt beads, Bodipy-FL-GTP binding; actives lie on both sides. actives 0.14% (n = 190,000). AID 759, 2007. GTP binding activity, % at 10 µM;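 active = GTP binding activity at least 20% away from the 100% baseline, either lowered as inhibitor or raised as activator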;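 note: 0% = unlabeled GTP competition control and 100% = no-compound control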
# Target sequence (P01112 whole entry, looked up): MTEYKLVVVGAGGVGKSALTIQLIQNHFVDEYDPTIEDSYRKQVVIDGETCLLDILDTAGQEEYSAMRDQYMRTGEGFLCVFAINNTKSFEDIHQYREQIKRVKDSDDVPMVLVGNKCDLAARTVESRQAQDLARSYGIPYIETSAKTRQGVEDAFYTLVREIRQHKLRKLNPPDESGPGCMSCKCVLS
# Rab2A wt mod: modulators of GTP binding to Rab2A wildtype, primary screen, biochemical, dog, bead-based flow cytometry, multiplex; AID 760, 2007; GST-Rab2 wt beads, Bodipy-GTP binding; actives 0.19% (n = 190,000); Ras-related protein Rab-2A (Canis lupus familiaris), P61105; GTP binding activity, % at 10 µM;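 active = GTP binding activity at least 20 points away from 100%, either lowered or raised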;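 note: 0% = beads with excess unlabeled GTP and 100% = no-compound control corrected for plate trend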
# Avidin bead fluor: green autofluorescence of compounds with avidin beads – biophysical, 488/530 nm, flow cytometry, artefact control, profiling panel; compound fluorescence 488/530 nm; stronger effect = higher value; fluorescence (KMESF) at 10 µM; actives 0.38% (n = 220,000); AID 1775, 2009; in the data active = fluorescence above about 47; note: inactives centre near 10
# Rac1 mut GTP: GTP binding modulators of activated mutant Rac1, primary screen, biochemical, bead-based flow cytometry, multiplex, fluorescent GTP; GST-Rac1 activated beads; actives lie on both sides; 100% means binding = to untreated wells; Ras-related C3 botulinum toxin substrate 1 (Homo sapiens), P63000; actives 0.11% (n = 190,000); percent activity (GTP binding), % at 10 µM;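 active = GTP binding at least 20 percentage points away from the 100% baseline, in either direction, so actives lie on both sides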
# Rab7 wt GTP bind: modulators of GTP binding to Rab7, primary screen, biochemical, wildtype, multiplex bead flow cytometry; GST-Rab7 beads, fluorescent GTP binding; actives lie on both sides; untreated = 100%, excess cold GTP = 0%; GTP binding activity (percent of control), % at 10 µM; actives 0.055% (n = 190,000);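 active = fluorescent GTP binding to Rab7 beads changed by at least 20 points from the 100% baseline, either direction, mostly lower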;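 note: median green fluorescence of bound Bodipy-FL-GTP per Rab7 bead population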
# Rac1 wt GTP bind: wildtype Rac1 GTP binding modulators, primary screen, biochemical, GST-Rac1 beads, flow cytometry, multiplex; fluorescent GTP binding; actives lie on both sides; 0 = cold GTP competed, 100 = untreated; GTP binding activity (% of control), % at 10 µM; actives 0.27% (n = 190,000); AID 757, 2007;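 active = GTP binding activity at least 20 points away from the 100% control level, either lower or higher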
# Mcl1 Bid PPI: Mcl-1/Bid binding inhibitors, primary screen, biochemical, TR-FRET, 1536-well. inhibition, % at 21.7 µM. AID 1021, 2008. TR-FRET Mcl-1/Bid-Dy647 peptide binding. actives 0.97% (n = 220,000). Induced myeloid leukemia cell differentiation protein Mcl-1 (Homo sapiens), Q07820;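 active = compounds that cut the binding signal by more than half at the single screening dose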;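 note: His-tagged Mcl-1 with europium anti-His antibody binding Bid BH3 peptide; 0% = Mcl-1 plus peptide wells and 100% = peptide-only wells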
# Target sequence (Q07820 whole entry, looked up): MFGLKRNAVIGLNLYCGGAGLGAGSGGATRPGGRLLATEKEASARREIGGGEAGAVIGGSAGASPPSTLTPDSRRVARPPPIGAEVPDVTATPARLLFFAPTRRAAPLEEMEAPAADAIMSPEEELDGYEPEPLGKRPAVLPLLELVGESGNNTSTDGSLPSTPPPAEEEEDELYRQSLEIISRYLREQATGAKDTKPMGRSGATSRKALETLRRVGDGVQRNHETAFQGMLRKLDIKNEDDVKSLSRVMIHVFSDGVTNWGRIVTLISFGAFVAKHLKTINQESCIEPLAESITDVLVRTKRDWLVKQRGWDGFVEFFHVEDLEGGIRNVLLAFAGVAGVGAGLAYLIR
# Cdc42 wt GTP: modulators of GTP binding to wildtype Cdc42, primary screen, biochemical, multiplex bead flow cytometry, Bodipy-GTP | GST-Cdc42 beads; actives lie on both sides | percent activity (GTP binding), % at 10 µM | actives 0.2% (n = 190,000) | AID 761, 2007;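 active = percent activity GTP binding at least 20 points away from the 100% baseline, either down as inhibitor or up as activator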;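 note: median bead fluorescence of bound Bodipy-FL-GTP at 100 nM; 0% = excess unlabeled GTP control and 100% = no compound control; below 100% means less GTP binding so inhibitor and above means activator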
# Target sequence (P60953 whole entry, looked up): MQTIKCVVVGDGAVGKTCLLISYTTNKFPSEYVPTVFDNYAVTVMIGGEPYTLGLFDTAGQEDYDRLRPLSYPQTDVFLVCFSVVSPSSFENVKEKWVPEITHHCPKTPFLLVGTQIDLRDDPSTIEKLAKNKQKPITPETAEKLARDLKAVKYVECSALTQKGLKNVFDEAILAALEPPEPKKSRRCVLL
# Pf gamet viab: late stage P. falciparum gametocyte viability inhibitors, primary screen, ATP luminescence, HTS; P. falciparum stage V gametocytes, 24 h; inhibition, % at 10.9 µM; actives 0.065% (n = 150,000);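 active = inhibition above the mean plus 3 SD of compounds within the control limits, set per campaign, cut at about 38% in these data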;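 note: 0% = DMSO wells and 100% = medium only without gametocytes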
# Bim-Mcl-1: inhibitors of Bim peptide binding to Mcl-1, primary screen, biochemical, bead-based flow cytometry, multiplex | inhibition, % at 10 µM | Induced myeloid leukemia cell differentiation protein Mcl-1 (Homo sapiens), Q07820 | AID 1009, 2008 | actives 0.1% (n = 190,000) | Bim peptide-Mcl-1 binding; in the data active = inhibition above about 40%;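 note: 0% = no compound tracer wells and 100% = peptide blocker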
# Mcl1 Noxa PPI: Mcl-1/Noxa binding inhibitors, primary screen, biochemical, TR-FRET, 1536-well | Induced myeloid leukemia cell differentiation protein Mcl-1 (Homo sapiens), Q07820 | TR-FRET Mcl-1/Noxa peptide binding, 2 h | inhibition, % at 21.7 µM | actives 1.5% (n = 220,000) | AID 1022, 2008;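 active = compounds that cut the protein-peptide binding signal by more than 50% relative to plate controls in a single-dose test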;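 note: His-tagged Mcl-1 with rhodamine Noxa BH3 peptide and terbium anti-His antibody; 0% = Mcl-1 plus Noxa peptide wells and 100% = peptide-only wells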
# The depositor's hits bear a star; . = no result given; [ ] = remark or other dose. This is a random part of the collection; about 2.7% have a hit in one of these screens.
SMILES,HRas wt GTP,Rab2A wt mod,Avidin bead fluor,Rac1 mut GTP,Rab7 wt GTP bind,Rac1 wt GTP bind,Mcl1 Bid PPI,Cdc42 wt GTP,Pf gamet viab,Bim-Mcl-1,Mcl1 Noxa PPI
CN1CCN(/N=C/c2ccc(Cl)c(Cl)c2)CC1,103.0,100.0,3,101.0,101.0,105.0,-50.6,100.0,.,-1.0,13.7
CC(C)(C)C(=O)NC(=S)Nc1cc(C(=O)O)ccc1Cl,100.0,101.0,11,96.0,102.0,103.0,-27.6,101.0,.,-7.0,-1.9
CC1(C)CC(NC(=S)NCc2ccco2)CC(C)(C)N1,98.0,97.0,12,95.0,101.0,98.0,-44.9,97.0,.,0.0,-16.8
CCOC(=O)c1cc2ccccc2nc1C,96.0,93.0,10,94.0,98.0,93.0,-3.6,96.0,-8.9,1.0,8.1
CCC(C)NC(=O)C1CCCCN1S(=O)(=O)c1ccc(F)cc1 (centres undefined),105.0,106.0,17,98.0,108.0,99.0,-20.3,102.0,.,-5.0,9.0
CCCC(c1nnnn1Cc1ccccc1)N1CCC(C(N)=O)CC1 (centres undefined),99.0,97.0,6,98.0,97.0,101.0,-11.5,99.0,1.7,3.0,-2.2
CCC(=O)Nc1c(C)nn(-c2ccc(C)c(C)c2)c1C,97.0,98.0,3,96.0,99.0,97.0,-1.9,96.0,28.7,-2.0,20.8
COC(=O)c1ccccc1NC(=O)NCCc1ccc(OC)c(OC)c1,94.0,96.0,9,96.0,92.0,91.0,-21.9,94.0,-8.8,0.0,11.6
Cc1ccc(-c2cc(C(=O)NCc3ccco3)no2)cc1,99.0,98.0,15,96.0,97.0,101.0,-0.7,98.0,-4.0,-5.0,-2.0
CN1/C(=C\C=C(/C#N)C(=O)Nc2ccc(Cl)cc2)C(C)(C)c2ccccc21,105.0,133.0*[activator],18,116.0,118.0,116.0,-10.5,106.0,-0.8,-1.0,14.9
CCNC(=S)Nc1cccc(Cl)c1C,98.0,95.0,13,95.0,94.0,97.0,-50.4,98.0,.,-3.0,-7.2
Cc1cc(C(=O)Nn2c(-c3ccc(Br)cc3)nc3ccccc3c2=O)ccc1[N+](=O)[O-],96.0,96.0,13,96.0,97.0,100.0,-5.9,100.0,2.8,-1.0,20.7
Cc1ccnc(NC(=O)CCCc2ccccc2)c1,102.0,101.0,3,100.0,101.0,103.0,-12.5,106.0,-2.6,-2.0,5.2
Cc1ccc(CNC(=O)c2cnccn2)cc1,101.0,98.0,2,99.0,97.0,107.0,-25.3,103.0,-13.7,-3.0,22.6
N#Cc1c(NC(=O)C2CC(c3ccccc3O)=NO2)sc2c1CCC2 (centres undefined),96.0,95.0,5,93.0,97.0,93.0,-18.3,95.0,13.7,-23.0,21.8
Cc1ccc(-n2nc(C)c3c(C)c(CCC(=O)NC(C)c4ccccc4)c(C)nc32)cc1 (centres undefined),102.0,102.0,8,102.0,99.0,107.0,-10.0,106.0,.,0.0,0.9
Cc1c(/C(O)=C2\C(=O)C(=O)N(CCN(C)C)C2c2ccco2)cnn1-c1ccccc1 (centres undefined),101.0,100.0,6,101.0,97.0,105.0,-38.2,97.0,10.7,-5.0,1.6
CCOc1cc(-c2c(C#N)c(N)nc3c2CCc2ccccc2-3)ccc1O,102.0,99.0,16,98.0,103.0,103.0,-14.3,99.0,.,-5.0,17.7
COc1cc2c(cc1OC)C(c1cccs1)N(C(=O)C(C)C)CC2 (centres undefined),98.0,98.0,14,97.0,99.0,97.0,-14.7,95.0,16.8,-1.0,-29.6
Cc1cc(-n2nc(C)cc2C)n2ncc(-c3ccccc3)c2n1,97.0,98.0,5,97.0,95.0,101.0,-8.6,96.0,-40.3,-1.0,-7.7
Cc1cccc(CSc2nc3c(cc2C#N)CCC3)c1,101.0,98.0,8,99.0,100.0,101.0,1.1,96.0,9.4,-3.0,-164.3
COc1ccc(CCN(C)C(=O)C2CCN(Cc3cccc(OC)c3OC)CC2)cc1OC,96.0,93.0,10,95.0,95.0,97.0,8.3,97.0,0.3,-2.0,2.3
CCOC(=O)C1CCCN(C(=O)/C=C/c2cccc([N+](=O)[O-])c2)C1 (centres undefined),100.0,98.0,12,98.0,100.0,102.0,-8.4,101.0,-8.7,0.0,-4.9
Cc1ccc(-c2nc3ccccc3[nH]2)cc1N,101.0,98.0,4,100.0,99.0,104.0,-23.1,104.0,20.5,7.0,15.0
COc1ccc(-c2csc(C)n2)cc1OC,99.0,99.0,3,100.0,99.0,102.0,8.8,101.0,-27.6,3.0,1.9
SMILES,HRas wt GTP,Rab2A wt mod,Avidin bead fluor,Rac1 mut GTP,Rab7 wt GTP bind,Rac1 wt GTP bind,Mcl1 Bid PPI,Cdc42 wt GTP,Pf gamet viab,Bim-Mcl-1,Mcl1 Noxa PPI
Cc1ccc(S(=O)(=O)NCc2cccnc2)s1,100.0,100.0,8,98.0,100.0,105.0,-20.9,101.0,7.7,-10.0,10.1
CN(C)c1ccc(C2C3C(=O)NC(=O)C3ON2c2ccc(Cl)cc2)cc1 (centres undefined),100.0,102.0,8,97.0,102.0,103.0,-29.7,99.0,.,0.0,17.0
COc1ccc(Cc2nnc(NC(=O)CSc3ccccc3)s2)cc1OC,102.0,102.0,13,101.0,103.0,106.0,-8.3,102.0,-2.7,-6.0,7.8
COCCNC(=O)c1ccc(CS(=O)(=O)c2ccc(C)cc2)o1,100.0,99.0,6,96.0,99.0,104.0,-9.7,99.0,3.5,-136.0,8.1
C#CCOCCOCCOCCNc1nc(N2CCN(C(=O)C(Cc3ccc(O)cc3)n3cc(C(N)CC(C)C)nn3)CC2)nc(N2CCN(C(=O)C(Cc3cc4ccccc4[nH]3)n3cc(C(N)Cc4ccc(O)cc4)nn3)CC2)n1 (centres undefined),100.0,101.0,5,101.0,97.0,106.0,96.3*,99.0,.,-5.0,36.7
CN(CC(=O)N1CCN(c2ccc(F)cc2)CC1)S(=O)(=O)c1ccc2c(c1)c(=O)n(C)c(=O)n2C,98.0,96.0,9,101.0,97.0,95.0,-32.8,97.0,-22.9,0.0,18.9
O=C1CC2(CCCCC2)Oc2ccc(O)cc21,109.0,107.0,14,101.0,109.0,104.0,-44.3,105.0,-15.2,3.0,11.0
Cc1ccc(OC(=O)c2ccc(C)c([N+](=O)[O-])c2)cn1,100.0,102.0,9,98.0,106.0,103.0,1.1,101.0,.,-3.0,2.0
CC(C)Sc1nc2c(cnn2-c2ccccc2)c(=O)[nH]1,98.0,100.0,5,99.0,103.0,103.0,-19.8,99.0,.,0.0,-9.8
O=C(c1cccc([N+](=O)[O-])c1)c1ccc2c(c1)C(=O)NC2=O,98.0,98.0,9,98.0,92.0,97.0,0.7,100.0,-7.3,0.0,-10.1
COC(CNC(=O)CNC(=S)N(Cc1ccccc1)Cc1cccs1)OC,96.0,96.0,13,95.0,96.0,98.0,-30.4,98.0,-3.1,0.0,10.1
Cc1ccc(C)c2sc(NC(=O)c3ccc(N4C(=O)CCC4=O)cc3)nc12,101.0,101.0,8,99.0,100.0,109.0,10.0,102.0,.,0.0,-12.2
Cc1cccnc1NC(=S)NCCc1ccccc1,96.0,95.0,5,94.0,97.0,95.0,-42.6,93.0,16.1,0.0,11.6
COCc1cc(=O)[nH]c(Sc2c(-c3ccccc3)c3ccc(Cl)cc3[nH]c2=O)n1,94.0,93.0,3,93.0,98.0,96.0,-11.9,94.0,.,0.0,13.3
COC(=O)Cc1ccc(NC(=O)c2ccccc2Cl)cc1,95.0,90.0,10,98.0,93.0,98.0,-2.5,96.0,3.9,0.0,10.8
CCN(CC)S(=O)(=O)c1ccc(OC)c(NC(=O)c2cn(CC)c3nc(C)ccc3c2=O)c1,95.0,97.0,11,95.0,102.0,96.0,19.4,97.0,-3.3,-4.0,7.2
N=C1S/C(=C\c2cn[nH]c2-c2ccc(F)cc2)C(=O)N1c1ccccc1F,96.0,95.0,7,94.0,98.0,98.0,-68.4,98.0,.,-17.0,18.6
O=C(Nc1ccc2c(c1)oc1ccccc12)c1ccncc1,101.0,99.0,21,97.0,101.0,104.0,9.3,104.0,-1.3,0.0,0.0
CC(=O)N1CCCc2cc(S(=O)(=O)N(C)CCC#N)ccc21,100.0,103.0,5,100.0,100.0,103.0,-10.4,103.0,-12.2,-4.0,5.8
CN(C)/C=C/C=C1C(=O)CCCC1=O,96.0,97.0,8,98.0,98.0,96.0,-32.3,94.0,-4.0,4.0,12.8
CCOc1ccc(/C(O)=C2/C(=O)C(=O)N(Cc3cccnc3)C2c2ccc(N(C)C)cc2)c(C)c1 (centres undefined),98.0,95.0,8,96.0,96.0,97.0,-50.3,98.0,3.1,1.0,0.0
COC(=O)c1cccc(NC(=S)NCCC2=CCCCC2)c1,97.0,94.0,33,96.0,96.0,95.0,-60.5,98.0,.,-5.0,13.5
Cc1ccc2oc(=O)c3cnn(CC(=O)N4CCN(c5ccccn5)CC4)c3c2c1,98.0,99.0,7,99.0,98.0,102.0,-19.6,99.0,.,0.0,-6.2
CCCCNc1ccc(S(N)(=O)=O)cc1[N+](=O)[O-],97.0,96.0,14,100.0,94.0,104.0,-15.9,99.0,.,-4.0,-9.4
COC(=O)C(C(=O)OC)C(C[N+](=O)[O-])c1ccc(OC)cc1 (centres undefined),98.0,100.0,5,97.0,97.0,101.0,-27.4,97.0,.,-1.0,-10.6
COc1cccc(CC2(CO)CCCN(Cc3ccc(-c4ccco4)cc3)C2)c1 (centres undefined),94.0,95.0,7,93.0,97.0,90.0,-46.5,90.0,-5.7,-2.0,12.0
CCOc1ccc(C(=O)C(CN2CCOCC2)c2ccccc2)cc1 (centres undefined),99.0,97.0,5,97.0,100.0,105.0,6.3,100.0,.,-1.0,9.2
